# Screening data deposited in PubChem BioAssay by several laboratories.
# rCAG RNA binder – molecules binding r(CAG) RNA repeats | inhibition, % at 3 µM | r(CAG) RNA repeat, TO-PRO-1 dye displacement fluorescence | AID 651821 | 370,000 tested, 1.3% active;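 active = inhibition above the plate cutoff, the mean of all test compounds on that plate plus 3 SD, cut at about 35% in these data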;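 also: 0% = DMSO alone and 100% = 100 µM mitoxantrone as full dye displacement; higher means more dye released from RNA so lower well fluorescence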
# SIAE inh – inhibitors of human sialic acid acetylesterase SIAE; inhibition, % at 9.66 µM; SIAE FP-Rh probe binding, fluorescence polarization; 370,000 tested, 0.69% active; Q9HAT2; AID 1053197;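 active = inhibition above a cutoff: mean of compounds within the control limits plus 3 SD of those, cut at about 17% in these data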;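 also: 0% = plate median of compound wells and 100% = probe without SIAE protein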
# NR1D1 modulator – modulators of human Rev-erb alpha DNA binding. P20393. activity, % at 10 µM. 370,000 tested, 0.79% active. AID 1259318. Rev-erbα–FITC-DNA binding, fluorescence polarization, 90 min;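 active = activity above about 14%, limit read from the data; passing the limit was not always enough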;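 also: 0% = DMSO wells with 35 nM protein and 100% = DMSO wells with 750 nM protein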
# Target sequence (P20393 whole entry, looked up): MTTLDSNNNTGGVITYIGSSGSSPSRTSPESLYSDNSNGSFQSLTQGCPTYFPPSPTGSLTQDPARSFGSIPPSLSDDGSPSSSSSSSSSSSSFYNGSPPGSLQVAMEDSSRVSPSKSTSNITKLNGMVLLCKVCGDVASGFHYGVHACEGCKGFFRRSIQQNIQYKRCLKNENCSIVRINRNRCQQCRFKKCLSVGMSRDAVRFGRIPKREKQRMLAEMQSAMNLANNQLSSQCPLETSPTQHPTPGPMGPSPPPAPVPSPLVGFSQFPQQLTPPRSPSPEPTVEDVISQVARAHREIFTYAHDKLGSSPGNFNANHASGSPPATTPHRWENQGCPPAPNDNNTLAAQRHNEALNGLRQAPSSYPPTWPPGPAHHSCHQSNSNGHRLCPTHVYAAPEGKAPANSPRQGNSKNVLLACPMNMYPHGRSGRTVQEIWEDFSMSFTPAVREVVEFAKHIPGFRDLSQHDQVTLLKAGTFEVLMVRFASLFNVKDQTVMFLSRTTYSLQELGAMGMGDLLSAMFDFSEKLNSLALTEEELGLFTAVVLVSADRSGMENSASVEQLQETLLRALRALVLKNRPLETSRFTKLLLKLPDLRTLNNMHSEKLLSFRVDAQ
# PG9 binder – small molecules binding HIV-1 gp120 antibody PG9; TR-FRET gp120-PG9 antibody binding; inhibition, % at 6.7 µM; 360,000 tested, 0.43% active; AID 624416; in the data active = inhibition above about 8.5%
# TDP2 inh – blocks human TDP2 phosphodiesterase activity; recombinant TDP2, T5PNP hydrolysis, p-nitrophenol absorbance 415 nm; O95551; 370,000 tested, 0.34% active; inhibition, % at 12.8 µM;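 active = inhibition above the mean of all tested compounds plus 3 SD, set per campaign, cut at about 25% in these data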;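 also: 0% = DMSO with enzyme and 100% = buffer with substrate but no TDP2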
# Target sequence (O95551 whole entry, looked up): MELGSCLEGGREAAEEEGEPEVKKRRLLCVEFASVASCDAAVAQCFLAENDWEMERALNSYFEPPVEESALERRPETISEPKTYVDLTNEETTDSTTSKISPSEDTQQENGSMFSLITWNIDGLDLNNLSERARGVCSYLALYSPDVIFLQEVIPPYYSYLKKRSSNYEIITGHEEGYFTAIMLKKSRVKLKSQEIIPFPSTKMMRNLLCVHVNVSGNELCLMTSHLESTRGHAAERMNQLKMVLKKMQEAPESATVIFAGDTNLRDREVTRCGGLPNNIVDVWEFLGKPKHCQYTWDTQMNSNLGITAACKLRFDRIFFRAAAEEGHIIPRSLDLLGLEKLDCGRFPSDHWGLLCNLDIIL
#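 Evaluation: % inhibition relative to enzyme-containing and enzyme-free wells. Material: recombinant human TDP2. Benchmarks: enzyme-free and DMSO wells. Timing: enzyme reaction with compound for 2 h at 37 °C. Compound dosing: 12.8 µM only. Measured by: p-Nitrophenol epi absorbance. Reagent: T5PNP substrate at 5 mM, a TopII-DNA adduct mimic. Replication: single well per compound.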
# TCR-CD3 inh – blocks the human TCR-CD3 interaction; TAMRA-labeled TCR probe fluorescence, biochemical; inhibition, % at 9.4 µM; 360,000 tested, 0.37% active; AID 651800; in the data active = inhibition above about 19%;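 also: recombinant mutant TCR 2C K166C tagged with TAMRA read by polarization; 0% = receptor in buffer alone and 100% = receptor with positive control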
# mABHD4 FP – inhibitors of mouse ABHD4 | Q8VD66 | purified mABHD4, FP-Rh probe fluorescence polarization | inhibition, % at 8.92 µM | 370,000 tested, 0.54% active;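 active = inhibition exceeding the mean over every tested compound plus 3 SD, cut at about 30% in these data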;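 also: 0% = plate median of compound wells and 100% = S159A mutant with DMSO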
#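 Test system: mABHD4 protein | Buffer or medium: HEPES pH 7.0 buffer, 150 mM NaCl, 0.01% Pluronic F-127 | Probe or stimulus: FP-Rh fluorescent activity-based probe, added after compound pre-incubation | Timing: Pre-incubation 45 min, probe exposure 60 min, at 25 °C | Technique: Fluorescence polarization, excitation 525 nm, emission 598 nm, BODIPY TMR filters | Repeats: Single well per compound (singlicate)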
# HTRA1 inh – HTRA1 (human) protease inhibition. Q92743. recombinant HTRA1, FP-rhodamine activity-based probe, fluorescence polarization. inhibition, % at 5.96 µM. 340,000 tested, 0.5% active. AID 504803; in the data active = inhibition above about 36%;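 also: 0% = enzyme with DMSO and 100% = wells lacking enzyme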
# LEDGF integ inh – blocks HIV-1 LEDGF/p75-dependent DNA integration; TR-FRET IN-LEDGF/p75 DNA integration, Eu/Cy5; inhibition, % at 3.7 µM; 370,000 tested, 0.64% active;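 active = inhibition above the screen-wide mean plus 3 SD, cut at about 13% in these data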;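 also: signal is the Cy5 over europium emission ratio at 671 and 618 nm; 0% = plate median of compound wells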
# PRMT1 inh – PRMT1 (human) inhibition, primary screen | Q99873 | recombinant PRMT1, activity-based probe fluorescence polarization | 370,000 tested, 1.3% active | inhibition, % at 2.79 µM | AID 652257;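 active = inhibition above about 21% made by adding two undisclosed values, limit read from the data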
# * hit, by the source's call; nt = not tested or not shown. Not all compounds are listed; count on the stated rates, not on these rows.
# Field names: A = rCAG RNA binder; B = SIAE inh; C = NR1D1 modulator; D = PG9 binder; E = TDP2 inh; F = TCR-CD3 inh; G = mABHD4 FP; H = HTRA1 inh; I = LEDGF integ inh; J = PRMT1 inh
COc1ccc(CNC(=O)CCN2C(=O)c3ccncc3C2=O)cc1OC
  A: 0	B: 2	C: -4	D: -1.2	E: 3	F: 10	G: -11	H: -4	I: 1	J: -4
CC(C)=CCN1CCN(Cc2ccc(C#CC(C)(C)O)cc2)CC1CCO (stereo not given)
  A: -7	B: -8	C: 4	D: -1.4	E: -8	F: 3	G: -10	H: 1	I: 2	J: -1
CCOc1ccccc1N(CC)C(=O)c1nn(C)c2c1CSc1ccccc1-2
  A: -4	B: -5	C: 6	D: -0.8	E: -17	F: -1	G: -5	H: -8	I: 0	J: 18
N#Cc1nc(-c2ccccc2Cl)oc1N1CCCCC1
  A: 1	B: -3	C: 0	D: -0.7	E: -12	F: 1	G: -6	H: -11	I: -3	J: 1
COc1ccc(SCCc2ccncc2)cc1
  A: 2	B: 3	C: -1	D: -0.4	E: 9	F: -3	G: 2	H: 3	I: 3	J: -1
CCOc1ccccc1N1CCN(C(=S)Nc2ccc(S(N)(=O)=O)cc2)CC1
  A: 6	B: 12	C: -7	D: -1.5	E: 5	F: 3	G: -2	H: -1	I: 2	J: -3
O=C(COC(=O)c1cc(=O)[nH]c2ccccc12)Nc1ccccc1F
  A: 3	B: -2	C: 1	D: -0.1	E: -8	F: 3	G: -2	H: 0	I: 1	J: -2
CC1CCCC(NC(=O)COC(=O)c2n[nH]c3ccccc23)C1C (stereo not given)
  A: -2	B: -4	C: 0	D: -1.6	E: 5	F: 12	G: -6	H: -12	I: 3	J: 0
CC(NC(=O)COC(=O)C1CC2CCCC(C1)C2=O)c1ccccc1 (stereo not given)
  A: 0	B: -4	C: -9	D: -2.0	E: 5	F: 0	G: 5	H: 6	I: -2	J: 0
CS(=O)(=O)N(CC(=O)N1CCN(c2cccc(Cl)c2)CC1)c1cccc(F)c1
  A: -4	B: 11	C: 2	D: -2.2	E: 5	F: 4	G: -1	H: 2	I: 24*	J: -1
CCC(Sc1nc(C)cc(C)n1)C(=O)NC1=NN=C(c2ccc(C)cc2)CS1 (stereo not given)
  A: 3	B: -21	C: -3	D: -0.2	E: -5	F: 1	G: 0	H: -3	I: -2	J: 49*
CCOC(=O)N1CCN(C(=O)c2ccc(N(C)S(=O)(=O)c3ccc(C)cc3)cc2)CC1
  A: -7	B: 7	C: -2	D: -0.9	E: 6	F: 4	G: 2	H: -1	I: 0	J: -1
CC(=O)Nc1ccc(N2CCOCC2)c(S(=O)(=O)Nc2ccccc2Cl)c1
  A: 11	B: 2	C: -2	D: 1.4	E: -2	F: 12	G: 1	H: 2	I: 2	J: -2
COc1cc(N(C(=O)Cc2cccs2)C(C(=O)NC2CCCCC2)c2cccc(OC)c2OC)ccc1-n1cnnn1 (stereo not given)
  A: 3	B: 0	C: 6	D: -2.5	E: -8	F: 7	G: 8	H: -11	I: 5	J: 1
C[C@H]1CN([C@@H](C)CO)C(=O)CCCn2nncc2CO[C@@H]1CN(C)Cc1cccc(C(F)(F)F)c1
  A: -4	B: 6	C: -3	D: -2.0	E: 5	F: 5	G: 1	H: 4	I: 3	J: 4
CC(=O)OC(COC1C[C@@H]2CC[C@@]1(C)C2(C)C)C[N+]1(C)CCCCC1 (stereo not given in full)
  A: -7	B: 2	C: 1	D: -0.2	E: 1	F: -8	G: 3	H: 8	I: -1	J: 3
O[C@@H]1C[C@H](c2ccccc2)N(Cc2cccs2)C[C@H]1n1cc(C2CC2)nn1
  A: 4	B: -3	C: 0	D: 1.4	E: -1	F: -5	G: -6	H: -2	I: 2	J: -2
Cc1cccc(NC(=S)Nc2cccc(C)n2)n1
  A: -4	B: -6	C: 6	D: -3.0	E: 1	F: 7	G: -2	H: -9	I: 6	J: 1
Cc1cc(C)c(C)c(S(=O)(=O)N2CCN(C(=O)c3ccccc3OCc3c(C)noc3C)CC2)c1C
  A: -2	B: 4	C: 5	D: -1.4	E: -8	F: 2	G: -2	H: 0	I: 5	J: 0
C[C@@]12C(=O)N(Cc3ccco3)CC(=O)N1[C@H]1c3ccccc3OC[C@@H]1[C@@H]2c1ccccc1
  A: -2	B: -7	C: -8	D: -2.8	E: 2	F: 0	G: -10	H: -9	I: 2	J: 5
CCOC(=O)c1c(C)[nH]c2cc(Br)c(O)cc12
  A: 1	B: 6	C: -6	D: -1.6	E: 9	F: 3	G: 39*	H: 0	I: 1	J: 1
OCC[C@@H]1C[C@@H](O)[C@H](O)[C@]2(CCCO2)O1
  A: 5	B: -6	C: -3	D: 2.2	E: -3	F: 3	G: -10	H: -1	I: -2	J: 0
COc1ccccc1NS(=O)(=O)c1cc(NC(=O)CN2C(=O)NC3(CCCC3)C2=O)ccc1C
  A: 4	B: -3	C: -2	D: -0.8	E: -3	F: 3	G: -4	H: -2	I: 4	J: -2
C[N+]1(CCCOC(=O)C2(c3ccccc3)CCCC2)CCOCC1
  A: -7	B: 8	C: -1	D: 0.8	E: 7	F: 1	G: 5	H: -4	I: 1	J: -1
CCc1cc(C(=O)NNC(=O)CCN2CCN(c3ccccc3)CC2)sc1C
  A: -3	B: 7	C: 2	D: -1.1	E: -9	F: -8	G: 2	H: 1	I: -1	J: -1
COc1ccccc1N1C(=O)c2cccc3c(N(C)CCO)ccc(c23)C1=O
  A: -83	B: -10	C: 30*	D: -4.5	E: -19	F: 11	G: 0	H: 0	I: 1	J: 66*
COc1ccccc1CNC(=O)C(NC(=O)c1ccccc1)C(C)C (stereo not given)
  A: -2	B: 3	C: -6	D: -0.6	E: -7	F: -3	G: 5	H: -8	I: -4	J: 2
O=Cc1c[nH]c2ccc(C(=O)c3ccccc3)cc12
  A: 3	B: 1	C: -4	D: -0.8	E: -15	F: 0	G: -5	H: -9	I: 0	J: -5
COCCCNC(=O)c1cc(C(=O)Cc2ccccc2)c[nH]1
  A: -3	B: -6	C: -2	D: -3.6	E: 4	F: -1	G: -2	H: -1	I: -3	J: 2
CC(=O)N1CCc2cc(S(=O)(=O)NCCC(=O)Nc3cccc(C)c3C)ccc21
  A: -1	B: -2	C: -4	D: -1.9	E: 9	F: -1	G: 3	H: -2	I: -1	J: 1
C[C@@H]1C[C@H](O)CCCCCC(=O)Cc2cc(O)cc(O)c2C(=O)O1
  A: 3	B: 2	C: -9	D: nt	E: -4	F: nt	G: -3	H: nt	I: 1	J: -1
CN(C)S(=O)(=O)c1cccc(NC(=O)COC(=O)C2CCN(C(=O)c3ccc(F)cc3)CC2)c1
  A: -2	B: -4	C: 1	D: 1.0	E: -7	F: 1	G: 4	H: -7	I: -3	J: 1
CCC/C=C/c1ccc(CN2C(C(C)C)C(=O)N(Cc3cn(CCC4OCCCO4)nn3)CCS2(=O)=O)cc1 (stereo not given)
  A: 4	B: 2	C: 3	D: -0.5	E: -9	F: -5	G: -10	H: -12	I: -3	J: 1
COc1cccc(-c2onc3ccc(C(=O)/C=C/N(C)C)cc23)c1
  A: 27	B: -21	C: -5	D: -8.0	E: -10	F: 6	G: 3	H: -33	I: -4	J: 0
CCCn1c(SCC(=O)c2cc(C)n(C3CC3)c2C)n[nH]c1=O
  A: -4	B: 11	C: 8	D: -1.6	E: 8	F: -1	G: -2	H: 2	I: -2	J: 1
Cc1ccc(N(CC(=O)NCc2ccc(F)cc2)C(=O)c2csnn2)c(C)c1
  A: -6	B: 4	C: nt	D: -0.8	E: 5	F: 2	G: -3	H: 7	I: 5	J: -3
Cc1cccnc1NC(=S)NC(=O)/C=C/c1ccccc1
  A: -5	B: -2	C: 4	D: -3.4	E: -1	F: -1	G: -4	H: 1	I: 0	J: -1
O=C(Nc1ccccc1)Nc1nncs1
  A: 6	B: -6	C: 2	D: 0.1	E: -13	F: -5	G: -16	H: 3	I: 1	J: 4
Cn1cccc1CC(=O)N/N=C/C=C/c1ccccc1
  A: 10	B: 2	C: 1	D: -2.4	E: 3	F: 2	G: 5	H: 1	I: 4	J: 1
O=C(Nc1ccccc1Cl)c1cccc(NC(=O)C2C3CC4OC(=O)C2C4C3)c1 (stereo not given)
  A: 4	B: 0	C: 1	D: -1.4	E: -12	F: -1	G: -3	H: -1	I: 2	J: 4
CC(=O)Nc1c(-c2ccc(C)cc2)nc2ncccn12
  A: 1	B: -2	C: 1	D: nt	E: 2	F: nt	G: 10	H: nt	I: 1	J: 0
O=C(Nc1ccccc1)N1N=C(c2ccc(F)cc2)CC1c1ccc(F)cc1 (stereo not given)
  A: -1	B: 4	C: -2	D: -0.6	E: -3	F: 2	G: -7	H: -12	I: -1	J: 0
Cc1ccc(S(=O)(=O)NCC(C)n2cncn2)cc1 (stereo not given)
  A: -1	B: -4	C: 2	D: 0.8	E: -16	F: 0	G: -10	H: 6	I: -3	J: 7
Cc1nn(C(C)(C)C)c(OC(=O)C2CCCC2)c1S(=O)(=O)c1ccccc1
  A: -4	B: 4	C: 2	D: -2.1	E: 1	F: 1	G: -7	H: -18	I: 2	J: -1
CCN(CC(=O)Nc1ccc(NC(C)=O)cc1)C(=O)/C=C/c1ccc2c(c1)OCO2
  A: 3	B: 5	C: 3	D: 0.1	E: -3	F: -12	G: -7	H: -3	I: 3	J: -2
C=CCn1c(COc2cccc(C)c2)nnc1SCC(=O)c1c[nH]c2c(CC)cccc12
  A: 4	B: 2	C: -1	D: -1.1	E: -4	F: 9	G: -1	H: -2	I: -4	J: -2
Cc1ccc(CN2CCCCC2C(=O)Nc2ccc(Oc3cccnc3)cc2)o1 (stereo not given)
  A: -3	B: 1	C: 1	D: -2.1	E: -5	F: 7	G: -5	H: 3	I: 2	J: 1
CC(C)(C)OC(=O)Cn1c(=O)cnc2ccccc21
  A: -2	B: 3	C: -2	D: 0.8	E: -4	F: 1	G: 3	H: 9	I: 1	J: -1
CCC(C(=O)O)n1cnc2scc(-c3ccc(C)c(C)c3)c2c1=O (stereo not given)
  A: 12	B: -5	C: 0	D: 1.1	E: -5	F: -4	G: 0	H: 3	I: 0	J: 0
COC(=O)Cn1cnc(=O)c(C#N)c1/C=C/N(C)C
  A: 2	B: 3	C: 3	D: -0.9	E: 9	F: 1	G: 1	H: -4	I: 6	J: 3
Cc1ccc(NC(=O)CS(=O)CC(=O)NCC2CCCO2)cc1 (stereo not given)
  A: -1	B: 1	C: 4	D: 0.9	E: 2	F: 7	G: 0	H: 13	I: 0	J: -2
c1ccc(CSc2nnc(-c3ccncc3)o2)cc1
  A: 2	B: 7	C: -3	D: -0.5	E: 7	F: 1	G: 0	H: 6	I: -1	J: 0
CCSc1nnc(NC(=O)CSc2nccn2-c2cc(C)cc(C)c2)s1
  A: -3	B: -3	C: 5	D: 0.2	E: 2	F: -2	G: -1	H: nt	I: 3	J: -1
